Assay outcomes: PubChem BioAssay, several laboratories
proKLK7 act = proKLK7 zymogen activators, primary screen, biochemical, fluorescence intensity; activation, % at 7 µM; 370,000 tested, 0.9% active; purified proKLK7, EDANS-DABCYL substrate fluorescence; 100% is mature enzyme control, 0% vehicle;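 active = activation above the mean of all tested compounds plus 3 SD, computed per campaign excluding outliers beyond control limits, cut at about 13% in these data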
Target sequence (P49862 whole entry, looked up): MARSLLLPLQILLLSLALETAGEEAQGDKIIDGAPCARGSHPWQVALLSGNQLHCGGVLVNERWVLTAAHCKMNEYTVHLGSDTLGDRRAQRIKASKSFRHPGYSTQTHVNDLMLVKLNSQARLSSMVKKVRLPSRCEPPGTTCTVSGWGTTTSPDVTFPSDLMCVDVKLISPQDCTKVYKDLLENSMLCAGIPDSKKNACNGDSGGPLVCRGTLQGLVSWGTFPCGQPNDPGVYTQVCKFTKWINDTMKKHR
UHRF1 MBD2 ctr = UHRF1 methylated DNA binding inhibitors, primary screen, counter-screen for MBD2 inhibitor project, biochemical, TR-FRET, human UHRF1, single concentration; E3 ubiquitin-protein ligase UHRF1 (Homo sapiens), Q96T88; UHRF1 binding to methylated oligo; inhibition, % at 4.4 µM; 370,000 tested, 0.75% active; in the data active = inhibition above about 21%;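 note: UHRF1 SRA domain binding a hemimethylated CpG hairpin DNA probe; 0% = median of test compound wells and 100% = reference inhibitor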
Target sequence (Q96T88 whole entry, looked up, the tested form may be a part): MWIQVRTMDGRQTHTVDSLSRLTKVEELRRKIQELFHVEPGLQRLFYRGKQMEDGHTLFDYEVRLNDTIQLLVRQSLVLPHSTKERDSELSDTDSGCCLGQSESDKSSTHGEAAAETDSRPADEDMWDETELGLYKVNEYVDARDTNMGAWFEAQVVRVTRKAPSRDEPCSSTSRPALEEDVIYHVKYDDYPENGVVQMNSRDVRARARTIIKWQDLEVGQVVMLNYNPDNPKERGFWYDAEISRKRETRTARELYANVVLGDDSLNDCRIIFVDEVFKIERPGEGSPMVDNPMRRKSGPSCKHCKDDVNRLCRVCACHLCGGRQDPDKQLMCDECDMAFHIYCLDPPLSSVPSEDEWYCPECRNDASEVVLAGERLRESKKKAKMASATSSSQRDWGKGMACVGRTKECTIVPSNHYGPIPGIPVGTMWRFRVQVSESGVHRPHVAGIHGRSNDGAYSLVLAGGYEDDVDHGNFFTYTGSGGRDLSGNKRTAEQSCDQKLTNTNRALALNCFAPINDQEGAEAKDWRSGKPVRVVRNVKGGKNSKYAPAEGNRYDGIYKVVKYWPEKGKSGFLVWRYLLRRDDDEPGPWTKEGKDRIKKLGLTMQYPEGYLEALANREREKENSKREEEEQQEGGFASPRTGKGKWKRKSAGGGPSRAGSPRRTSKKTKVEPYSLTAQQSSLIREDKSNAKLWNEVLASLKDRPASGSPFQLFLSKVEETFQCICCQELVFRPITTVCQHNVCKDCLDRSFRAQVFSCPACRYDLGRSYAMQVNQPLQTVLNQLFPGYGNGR
ASAP1 inh = inhibitors of human ASAP1 ArfGAP activity, primary screen, biochemical, fluorescence polarization; Arf-GAP with SH3 domain, ANK repeat and PH domain-containing protein 1 (Homo sapiens), …; inhibition, % at 16.5 µM; AID 624377, 2012; 360,000 tested, 0.19% active; ASAP1-stimulated ARF1 GTP hydrolysis, GDP FP detection; in the data active = inhibition above about 25%;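 note: 0% = vehicle with enzyme and substrate and 100% = no enzyme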
ARFGAP1 inh = inhibitors of rat ARFGAP1 GAP activity, primary screen, biochemical, fluorescence polarization, GDP tracer; ADP-ribosylation factor GTPase-activating protein 1 (Rattus norvegicus), Q62848; Arfgap1-stimulated ARF1 GTP hydrolysis, GDP FP detection; inhibition, % at 16.5 µM; 360,000 tested, 0.26% active;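 active = inhibition above a per-plate limit, mean inhibition of low control wells plus 3 SD, cut at about 25% in these data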;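 note: 0% = DMSO wells with enzyme and 100% = wells lacking Arfgap1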
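material = rat Arfgap1 catalytic domain, aa 1-136 | also added = human ARF1(Δ1-17)-GTP substrate | compound dosing = one concentration, 16.5 µM, DMSO 1.26% | times = GTP hydrolysis reaction 2 h at 25 °C | measured by = FP, GDP Alexa 633 tracer displaced from anti-GDP antibody, 620/688 nm | evaluation = percent inhibition of Arfgap1-stimulated GTP hydrolysis | replication = single well per compound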
PLC-gamma1 inh = PLC-gamma1 enzyme inhibitors, primary screen, biochemical, fluorescence, purified enzyme. 1-phosphatidylinositol 4,5-bisphosphate phosphodiesterase gamma-1 (Homo sapiens), P19174. inhibition, % at 12.2 µM. AID 720700, 2013. 370,000 tested, 0.84% active. fluorogenic substrate; in the data active = inhibition above about 9.5%
Tn6 DDE FP = inhibitors of Tn6 peptide binding to fibrin DD(E), primary screen, biochemical, fluorescence polarization, human fibrin, Tn6 probe. inhibition, % at 8.3 µM. AID 720509, 2013. 370,000 tested, 0.21% active. Fibrinogen beta chain (Homo sapiens), P02675. Fibrin DD(E) TRITC-Tn6 fluorescence polarization displacement;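 active = inhibition above a per-campaign cutoff: mean of compounds within control limits plus 3 SD, cut at about 15% in these data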;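 note: 0% = median of all compound wells on the plate and 100% = blocking peptide control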
sPLA2-III inh = human group III sPLA2 inhibitors, primary screen, biochemical, QFRET, BODIPY PC-A2 liposome substrate | Group 3 secretory phospholipase A2 (Homo sapiens), Q9NZ20 | QFRET BODIPY PC-A2 liposome hydrolysis, fluorescence | inhibition, % at 12.2 µM | 370,000 tested, 0.56% active | AID 743126, 2013;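 active = inhibition above mean plus 3 SD of compounds lying within the high and low control bounds, cut at about 19% in these data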;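 note: 0% = median of test compound wells and 100% = no enzyme DMSO wells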
PLCb3 inh = human PLC-beta3 inhibitors, primary screen, biochemical, fluorescence | 1-phosphatidylinositol 4,5-bisphosphate phosphodiesterase beta-3 (Homo sapiens), Q01970 | inhibition, % at 12.2 µM | Purified PLC-beta3, fluorogenic substrate | 370,000 tested, 0.18% active; in the data active = inhibition above about 11%;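 note: 0% = median of compound wells on plate and 100% = full blocker control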
Tn7 DDE FP = inhibitors of Tn7 peptide binding to fibrin DD(E), primary screen, biochemical, fluorescence polarization, human fibrin, Tn7 probe; 370,000 tested, 0.13% active; AID 720508, 2013; inhibition, % at 8.3 µM; FP displacement of FITC-Tn7 peptide from fibrin DD(E); 0% = median of compound wells per plate; Fibrinogen beta chain (Homo sapiens), P02675;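 active = inhibition above the mean of compounds falling within the control limits plus 3 SD of them, cut at about 14% in these data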;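 note: 0% = plate median of compound wells and 100% = 10 µM Aha-Tn7 peptide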
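Test system: human clot-derived fibrin DD(E) complex / Quantity: 2 µM final DD(E) protein / Incubation: 10 min plus 3 h, room temperature / Measured by: fluorescence polarization / Benchmarks: high control of 10 µM Aha-Tn7 peptide / Replicates: singlicate testing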
NR1D1 modulator = modulators of Rev-erb alpha DNA binding, primary screen, biochemical, FITC-DNA, fluorescence polarization, uHTS; Nuclear receptor subfamily 1 group D member 1 (Homo sapiens), P20393; Rev-erbα–FITC-DNA binding, 90 min; activity, % at 10 µM; 370,000 tested, 0.79% active; AID 1259318, 2017;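 active = activity above about 14%, limit read from the data; passing the limit was not always enough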;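 note: 0% = DMSO wells with 35 nM protein and 100% = DMSO wells with 750 nM protein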
* marks the source's active call; other numbers are inactive results; x = no result given.

Values run as follows: PLC-gamma1 inh | PLCb3 inh | sPLA2-III inh | NR1D1 modulator | proKLK7 act | Tn6 DDE FP | Tn7 DDE FP | ARFGAP1 inh | ASAP1 inh | UHRF1 MBD2 ctr
1) CN1CCN(C(=S)c2ccc(Cl)cc2)CC1
 : 3 | 3 | -1 | -6 | -0.2 | 10 | 4 | -7 | 6 | -2
2) CCOC(=O)N1CCN(c2ccccc2OC)CC1
 : 0 | -6 | 8 | -2 | -0.5 | 8 | 0 | 1 | -4 | 2
3) CC(OC(=O)CCN=C1NS(=O)(=O)c2ccccc21)C(=O)c1ccccc1 (stereo unspecified)
 : -1 | -6 | -2 | -5 | -0.1 | -1 | 4 | -5 | -7 | 0
4) COc1ccccc1-c1noc(CCC(=O)Nc2ccccc2Cl)n1
 : 0 | -2 | 6 | -1 | 0.2 | 0 | 5 | 2 | -2 | 0
5) CC1(C)CC(=O)C2=C(C1)N(c1ccc(F)cc1)C(=O)CC2c1ccccc1 (stereo unspecified)
 : 1 | 3 | -6 | -3 | 0.6 | -1 | 2 | 0 | 11 | -2
6) CCOc1[nH]n(-c2ccc(Cl)cc2)c(=O)c1C=NCC(=O)OC
 : -1 | -1 | -5 | -8 | -0.6 | -6 | 2 | -4 | 11 | -2
7) c1ccc(CN2CCN(C(c3ccccc3)c3nnnn3Cc3ccccc3)CC2)cc1 (stereo unspecified)
 : 1 | 2 | -9 | 2 | 0.8 | 0 | 1 | 4 | 0 | -4
8) CO[C@H](C(=O)N(C)C[C@@H]1OCc2ccccc2-c2c(n(C)c3ccccc23)C(=O)N([C@H](C)CO)C[C@@H]1C)c1ccccc1
 : 1 | 2 | 0 | 0 | 0.7 | -3 | -7 | 4 | -16 | -1
9) O=C(Nc1nc2ccc(S(=O)(=O)N3CCCC3)cc2s1)c1ccco1
 : -3 | -7 | 5 | 3 | 0.1 | -2 | 2 | 2 | -6 | 6
10) Cc1nn(Cc2noc(C(=O)NCCc3ccccn3)n2)c(C)c1Br
 : 5 | -2 | 0 | 4 | -0.4 | -2 | -4 | -1 | 8 | -1
11) COC(=O)C1=C(C(=O)OC)SC(=C2C(=S)C(C)(C)N(C(=O)C3CC3)c3ccccc32)S1
 : 1 | -3 | 4 | 2 | 1.1 | 8 | 3 | -13 | -2 | 1
12) CCCCn1c(N)c(N(Cc2ccccc2OC)C(=O)CSCC(=O)Nc2ccc(C)cc2)c(=O)[nH]c1=O
 : -3 | -3 | -5 | -4 | -0.6 | -2 | 0 | -1 | 4 | -2
13) Cc1ccccc1NC(=O)CON=C(N)c1ccccc1
 : 1 | -2 | 1 | 5 | 0.3 | -2 | -2 | 0 | -9 | 0
14) COc1ccc(S(=O)(=O)NC2CCCCC2)c(C)c1C
 : 3 | 0 | -1 | -3 | -0.2 | 4 | -2 | -9 | -15 | 7
15) O=S(=O)(c1ccc2c(c1)OCCO2)N1CCC(c2nc3ccccc3[nH]2)CC1
 : -1 | 1 | -1 | 0 | 0.4 | 2 | -9 | 3 | 4 | 1
16) CCCCC[C@@H](C)N1C[C@@H](COCc2ccccc2)Oc2cc(N3CCC[C@H]3CO)ccc2S1(=O)=O
 : -1 | -3 | -13 | 6 | -0.9 | 2 | -4 | 10 | 14 | 0
17) O=C(Nc1ncc2c(n1)-c1ccccc1OC2)c1ccc(Cl)cc1
 : -27 | -43 | -6 | 9 | 2.8 | 3 | 0 | -8 | 4 | -1
18) Cc1ccccc1N1CCN(C(=S)c2ccc([N+](=O)[O-])cc2)CC1
 : 2 | 3 | 3 | 0 | -0.1 | -4 | -1 | 0 | -4 | -4
19) O=C(CCNC(=O)c1ccc([N+](=O)[O-])cc1)NCC1COc2ccccc2O1 (stereo unspecified)
 : -2 | -8 | 16 | -1 | -0.3 | -5 | 2 | -2 | -1 | 2
20) Cc1ccc(-n2cccc2/C=C2\C(=N)N3N=C(c4ccco4)SC3=NC2=O)cc1
 : -9 | -11 | -4 | -23 | -0.1 | 4 | 4 | -11 | 5 | -2
21) COc1ccc(-c2cc(C(=O)NCC(C)C)no2)cc1
 : 0 | 0 | -4 | 4 | -0.2 | 7 | 7 | -8 | 10 | -2
22) CN(C)c1ccnc(-n2cccc2/C=N/O)c1C#N
 : 1 | 2 | 6 | -1 | -0.3 | -2 | -4 | 3 | 1 | -1
23) CC1(C(=O)Nc2cccc(OC(F)(F)F)c2)Cc2c(-c3ccc4c(c3)OCO4)ccnc2O1 (stereo unspecified)
 : -2 | -7 | -2 | 4 | 0.6 | 1 | -11 | 16 | -13 | 5
24) C=C(C)CSc1nc2sc3c(c2c(=O)n1-c1ccccc1)CCN(C)C3
 : -56 | -78 | -2 | 8 | -1.0 | -4 | -6 | -11 | 4 | -1
25) O=C(c1ccccc1F)N1CCC(N2CCCCCC2)CC1
 : 1 | -1 | 1 | -5 | 0.4 | -11 | -1 | 3 | -1 | -2
26) Cc1ccc(C)c(NC(=O)C2Cc3ccccc3CN2C(=O)OCc2ccccc2)c1 (stereo unspecified)
 : -5 | -8 | 1 | 8 | 0.0 | 10 | 3 | -15 | -16 | 1
27) CCN1C(=O)/C(=C2\SC(N3CCOCC3)=NC2=O)c2ccccc21
 : 3 | -3 | 3 | 4 | -0.2 | 6 | -8 | 17 | -10 | 0
28) O=S(=O)(c1ccccc1)N1N=C(c2ccc(O)cc2)CC1c1ccco1 (stereo unspecified)
 : 2 | -4 | -28 | 3 | -0.5 | -12 | 3 | 12 | 3 | -1
29) COCCCNC(=O)c1csc([C@@H]2C[C@H](O)[C@@H](CO)O2)n1
 : 1 | -2 | 10 | 4 | -0.4 | 1 | -1 | 10 | 11 | 2
30) COCCn1nnnc1C(c1ccccc1)N1CCN(C)CC1 (stereo unspecified)
 : -1 | 1 | 5 | 3 | -0.6 | -8 | -1 | 6 | -20 | 8
31) O=C1NC(=S)N/C1=C/c1cc2c(cc1[N+](=O)[O-])OCO2
 : -116 | -108 | 2 | 3 | 0.6 | 3 | 0 | 5 | -5 | 1
32) O=C(O)c1ccc(S(=O)(=O)c2ccc(Sc3ccc(C(=O)O)c(C(=O)O)c3)cc2)cc1
 : -1 | -2 | -4 | 3 | 0.5 | -5 | 3 | 0 | -10 | 16
33) O=C(c1cc(S(=O)(=O)N2CCCCC2)ccc1N1CCOCC1)N1CCN(Cc2ccccc2)CC1
 : 4 | 2 | -2 | 2 | 0.5 | -11 | -8 | 6 | 7 | 0
34) Cc1ccc(CNCC(=O)Nc2ccc(N3CCOCC3)cc2)cc1
 : 5 | -3 | 8 | 3 | -0.7 | -1 | -5 | 2 | 1 | 0
35) CCc1ccc(N(C(=O)c2csnn2)C(C(=O)NC(C)(C)C)c2cccnc2)cc1 (stereo unspecified)
 : 5 | 6 | 5 | 2 | 0.1 | -2 | 1 | -3 | 1 | 3
36) COc1cccc(CNc2ccc(S(N)(=O)=O)cc2)c1OC
 : 3 | 4 | -5 | 3 | -0.6 | -3 | -1 | -4 | -2 | -2
37) Cc1ccsc1C1C(C#N)=C(N)OC2=C1C(=O)CC(C)C2 (stereo unspecified)
 : -1 | -3 | 7 | 5 | -0.4 | -1 | 6 | -6 | -3 | -3
38) CCc1ccccc1NC1c2ccccc2C(=O)N1c1cc(C)ccn1 (stereo unspecified)
 : 0 | 4 | 1 | 2 | -0.5 | 1 | -1 | 11 | -9 | 0
39) C#CCNC(=O)C[C@H]1C[C@@]2(C(=O)OC)C(=C[C@H](C3CCCC3)O[C@@H]2C)N(Cc2cccc3ccccc23)C1=O
 : 3 | 5 | -13 | 0 | 0.8 | 4 | -2 | x | x | -1
40) O=C(Nc1ccc2c(c1)OCO2)c1ccc2nc[nH]c2c1
 : -5 | -4 | 1 | -3 | -0.3 | -2 | 0 | 2 | 1 | -4
41) CC1CCC/C(=N\NC(=O)c2ccncc2)C1 (stereo unspecified)
 : 1 | 1 | 0 | 4 | 0.1 | 0 | -2 | 4 | -1 | -1
42) Cc1ccc(-c2nn(-c3ccc(F)cc3)cc2C(=O)NCC2CCCO2)cc1 (stereo unspecified)
 : 1 | -4 | -9 | 0 | -0.1 | -4 | -5 | 8 | -10 | -3
43) COc1ccc(/C=N/Nc2nc(=O)[nH]nc2C)cc1[N+](=O)[O-]
 : 5 | 1 | 4 | 1 | 0.0 | 0 | 0 | 19 | 0 | 3
44) Cc1nnc(-n2cnc3ccccc32)c2ccccc12
 : 5 | 0 | 8 | 1 | 0.9 | -1 | 3 | 3 | -4 | 21*
45) S=c1[nH]nc(CSc2nc3ccccc3s2)o1
 : -3 | -5 | 15 | -3 | 0.0 | -1 | -3 | 0 | 5 | 5
46) CCOCCn1c(SC(C)C(C)=O)nc2c1c(=O)[nH]c(=O)n2C (stereo unspecified)
 : 3 | -7 | -2 | 3 | 0.3 | 1 | 0 | 10 | 15 | 1
47) Cc1nccn1S(=O)(=O)c1ccc(Br)cc1Br
 : 4 | -1 | 2 | -1 | 0.6 | 2 | -6 | 4 | 13 | 1
48) O=C(NC(=S)NNC(=O)c1cccs1)c1ccco1
 : 3 | 4 | 8 | 0 | 0.2 | -1 | 0 | -4 | 6 | -2
49) O=C(COC(=O)CNC(=O)c1ccc(Cl)cc1Cl)NC(=O)NC1CCCCC1
 : 1 | 1 | 4 | 3 | -0.1 | -2 | -2 | -8 | 8 | -3
50) C=CCOC(=O)C1=C[C@@H](c2ccc(Br)cc2)[C@H](CCCO)[C@@H](OCC)O1
 : 0 | 1 | -7 | -3 | 0.1 | -1 | 6 | 6 | 3 | -3

Three entries from above, sorted by the number in ARFGAP1 inh, low to high.
#	compound	ARFGAP1 inh
47	Cc1nccn1S(=O)(=O)c1ccc(Br)cc1Br	4
46	CCOCCn1c(SC(C)C(C)=O)nc2c1c(=O)[nH]c(=O)n2C (stereo unspecified)	10
43	COc1ccc(/C=N/Nc2nc(=O)[nH]nc2C)cc1[N+](=O)[O-]	19

No enrichment for hits. About 4.5% of those tested had a hit in this group.
